Bioassay records (PubChem BioAssay)
S3 lipid droplet = qHTS Assay for Lipid Storage Modulators in Drosophila S3 Cells; AID 2685; lipid storage change, negative = inhibition, % at the top dose, mostly 46.1 µM; hits show Potency in µM; Drosophila S3 cells, BODIPY lipid droplet fluorescence, 18-24 h; cells fed with added oleic acid; 320,000 tested, 0.64% active; active = well fitted inhibition curve with a large enough effect in the signal ratio, with a control signal flat, not every such curve was filed as active; inconclusive = small, poorly fitted or top-dose-only effect, or effect the other way, or a change in a side signal; the % refers to the signal ratio
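Drosophila S3 cells loaded with oleic acid (400 uM, as added) and compounds at several concentrations; lipid droplets imaged by 488-nm laser-scanning cytometry, 500–530 nm intensity and object ratio to cell channel. Percent activity normalized to 20 uM Triacsin C.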
S3 lipid droplet cell count max = further read-out of S3 lipid droplet, marked with its call; cell number change, %; measured here: cell count max response;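 cells counted by Cell Tracker Red CMTPX staining in the red channel; peak over a dose series mostly up to 46.1 µM; percent activity relative to internal control wells on each plate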
Active calls of the source: *; i = inactive; ? = inconclusive; / = no result given; [ ] = dose if it differs, or a comment. % is scaled to controls: 0 for no effect and ±100 for the full control effect; potency is read from the fitted curve at half-maximal effect.

Value order: S3 lipid droplet, S3 lipid droplet cell count max
- COc1ccc(CNC(=O)C(NS(=O)(=O)c2ccc3c(c2)CCCN3C(C)=O)C(C)C)cc1 (configuration not stated)
    ?, /
- COc1cccc(-c2ccc(NC(=O)C3CCCN(Cc4cnc(C)n4C)C3)cc2)c1 (configuration not stated)
    ?, /
- CC1(C)CN2C(=O)c3ccccc3C2(C)S1 (configuration not stated)
    ?, /
- COc1ccc(-n2nnnc2SCC(=O)c2cc3ccccc3o2)cc1
    ?, /
- COc1ccc(C(=O)N2CCN(S(=O)(=O)c3ccccc3)CC2)c(OC)c1
    i, -2
- Cc1ccc(Nc2n[nH]c(C)c2[N+](=O)[O-])cc1C
    -12%, -22
- Cc1ccc(NC(=O)COC(=O)c2ccc(Cl)nc2)cc1S(=O)(=O)N1CCCCC1
    14%, -4
- COc1cc(/C=N/NC(=O)c2cnn3c(C)cc(-c4ccccc4)nc23)ccc1O
    -21%, 3
- O=C(OC1CCS(=O)(=O)c2sccc21)c1ccccc1 (configuration not stated)
    ?, /
- COc1ccc(S(=O)(=O)NCC2CC3C=CC2C3)cc1OC (configuration not stated)
    13%, /

Nothing new here: an excerpt of the list.
Value order: S3 lipid droplet, S3 lipid droplet cell count max
- COc1ccc(CNC(=O)C(NS(=O)(=O)c2ccc3c(c2)CCCN3C(C)=O)C(C)C)cc1 (configuration not stated)
    ?, /
- COc1cccc(-c2ccc(NC(=O)C3CCCN(Cc4cnc(C)n4C)C3)cc2)c1 (configuration not stated)
    ?, /
- CC1(C)CN2C(=O)c3ccccc3C2(C)S1 (configuration not stated)
    ?, /
- COc1ccc(-n2nnnc2SCC(=O)c2cc3ccccc3o2)cc1
    ?, /
- COc1ccc(C(=O)N2CCN(S(=O)(=O)c3ccccc3)CC2)c(OC)c1
    i, -2

Additional records
Value order: S3 lipid droplet, S3 lipid droplet cell count max
- COc1ccc(CCNC(=O)c2cc(C)oc2C)cc1
    ?, /
- Cc1noc(/C=C/N(C)C)c1S(=O)(=O)N1CCCC(C(=O)NCc2ccc(Cl)cc2)C1 (configuration not stated)
    ?, /
- O=C(O)c1ccc2c(c1)N(Cc1ccccc1)C(=O)c1ccccc1S2=O (configuration not stated)
    13%, -4
- Cc1ccc(C2NC(=O)c3sc(=S)n(-c4ccccc4)c3N2)cc1 (configuration not stated)
    -6%, 0
- Cc1n(Cc2ccccc2)c2ccccc2[n+]1Cc1ccccc1
    ?, /
- CCNC(=O)COc1ccc(/C=N/NC(=O)c2cccnc2)cc1OC
    ?, /
- COc1ccc(NC(=O)C2CC2)cc1-n1cnnn1
    ?, /
- O=c1c2nnn(-c3ccc(Br)cc3)c2ncn1Cc1ccccn1
    14%, 17
- O=C(NC1CCCC1)C1CCCN1C(=O)Nc1ccccc1 (configuration not stated)
    -9%, -12
- O=C(NCc1ccccc1)c1nc2ccccc2s1
    11%, 10
- COc1ccc(CN2CCn3ncc(C(=O)Nc4cc(C)cc(C)c4)c3C2=O)cc1
    ?, /
- Cc1cc(C(C#N)c2cccc(Cl)c2)n2ncnc2n1 (configuration not stated)
    -1%, -7
- COc1cc(O)c2c(c1)COC2=O
    ?, /
- CCOc1ccccc1NC(=O)COC(=O)CC(NC(N)=O)c1ccc(Cl)cc1 (configuration not stated)
    ?, /
- Cc1onc(-c2ccccc2)c1C(=O)NCc1cccc(Cl)c1
    1%, -3
- CCCCC(=O)Nc1ccc(C(=O)Nc2ccc(S(=O)(=O)N3CCCC3)cc2)cc1
    -22%, /
- O=C(Nc1ccccc1-c1nc2ccccc2[nH]c1=O)c1cccs1
    9.2µM*, 7.3*
- Cc1cccc(-n2nc(C)c3c(C(=O)O)cc(-c4cccs4)nc32)c1
    ?, /
- COc1cccc(COC(=O)c2cc(S(=O)(=O)N3CCCCC3)ccc2N2CCOCC2)c1OC
    ?, /
- O=C(CSc1nc2ccccc2n1Cc1ccccc1)N/N=C/c1ccccc1C(=O)O
    -9%, 7
- O=C(CNC(=O)c1ccc(Cl)cc1Cl)OCn1nnc2ccccc2c1=O
    ?, /
- O=C(CCCN1C(=O)/C(=C\c2ccco2)SC1=S)Nc1ccc(O)cc1C(=O)O
    -7%, -27
- COc1ccc(CN(Cc2ccc(C(=O)O)cc2)C(=S)Nc2ccc(C)cc2)cc1OC
    ?, /
- CCN(CC)S(=O)(=O)c1cccc(C(=O)NCC2CCCCC2)c1
    5%, 4
- O=C1c2ccccc2C(=O)N1Cc1nc(-c2ccccn2)no1
    ?, /
- CCOCCCn1c(C)nc2c(c1=O)c1nc3ccccc3nc1n2CCC1=CCCCC1
    ?, /
- CN(C)/N=C/c1ccc(Sc2ccc([N+](=O)[O-])cc2[N+](=O)[O-])o1
    2%, 3
- O=C(CCC1CCCCC1)Nc1c2c(nn1-c1ccc(F)cc1)CS(=O)C2 (configuration not stated)
    ?, /
- NC(=O)CSc1nc2cc(Cl)ccc2c(=O)n1C1CCCCC1
    -8%, 22
- O=Cc1cn(-c2ccccc2)nc1-c1ccc(F)cc1
    -10%, 0
- O=C(O)c1cccc(NC2=C(N3CCOCC3)C(=O)c3ccccc3C2=O)c1
    ?, /
- COc1ccc(C2Nc3cccc4cccc(c34)N2)cc1Br
    ?, /
- O=C(O)c1cc(O)ccc1N=Nc1ccccc1
    0%, 10
- O=C(NCc1ccccc1F)C1CCCN1C(=O)Nc1ccc(Cl)cc1 (configuration not stated)
    1%, -1
- O=C(Cc1cn2ccsc2n1)Nc1ccccn1
    ?, /
- Cn1c(SCc2c(F)cccc2Cl)nnc1-c1cccs1
    i, /
- COc1ccc(/C=N/Nc2nnc(C)n2N)cc1OC
    ?, /
- CCN(CC)C(=O)C(C)OC(=O)c1ccc(O)cc1 (configuration not stated)
    ?, /
- CCOCCCNC(=S)NC1CC2CCC(C1)N2Cc1ccccc1 (configuration not stated)
    -5%, 5
- Cc1cc(C)nc(NS(=O)(=O)c2ccc(Br)cc2)n1
    ?, /
- Cn1c(CCNC(=O)c2ccco2)nc2cc(NS(=O)(=O)c3ccccc3)ccc21
    ?, /
- O=[N+]([O-])c1cccc(NC(=S)NCc2ccncc2)c1
    1%, /
- CCOc1ccccc1N1CC(C(=O)Nc2c(C)n(C)n(-c3ccccc3)c2=O)CC1=O (configuration not stated)
    ?, /
- CC(=O)c1ccc(N2CCN(S(=O)(=O)c3cn(C)c(C)n3)CC2)cc1
    ?, /
- N=C1/C(=C\c2ccc(SCc3ccccc3)o2)C(=O)N=C2SC=NN12
    1%, 10
- OCCNCCCOc1cc(Cl)ccc1Cl
    ?, /
- C=CCN=C(C)C1=C(O)C(C)OC1=O (configuration not stated)
    -4%, 7
- Cc1cc(C)cc(NC(=O)CSc2nc3nc(C)cc(C)n3n2)c1
    -1%, 13
- N#CCC(=O)N/N=C/c1ccc(OCc2ccccc2)cc1
    ?, /
- COC(=O)C1=C(C(=O)OC)C2(OC1c1cccc(F)c1)C(=O)c1ccccc1C2=O (configuration not stated)
    ?, /

More results follow.
Value order: S3 lipid droplet, S3 lipid droplet cell count max
- CC(C)Sc1nnc(-c2c[nH]c3ccccc23)n1C
    2%, 1
- COC(=O)c1c(O)c2ccccc2[nH]c1=O
    i, 22
- COc1ccc(C(=O)NNC(=O)CCCCC(=O)NNC(=O)c2ccc(OC)cc2)cc1
    -12%, -9
- Cc1ccc(OCc2n[nH]c(=S)n2-c2ccccc2)cc1
    ?, /
- CC(C)C[C@H](NC(=O)C1CC(=O)N(c2ccc3c(c2)OCO3)C1)C(=O)NCc1ccco1 (some centres not stated)
    i, -1
- CCN1CC(CNC(=O)c2ccc3nc(Cc4cccc(Cl)c4)oc3c2)CC1=O (configuration not stated)
    ?, /
- CN(CCNC(=O)c1cccc(N2CCCC2=O)c1)Cc1ccccc1
    ?, /
- COc1cc(S(=O)(=O)NC2CCCCC2C)ccc1-n1cnnn1 (configuration not stated)
    ?, /
- CCOc1ccc(C2C=C(c3ccccc3)Nc3ncnn32)cc1 (configuration not stated)
    6%, -18
- COc1cc(N2CCCC2)c(OC)cc1/C=C(/C#N)c1cccc(Br)c1
    ?, /
- Cc1cc(C(=O)N/N=C2\CC(=O)CC(C)(C)C2)c(C)n1-c1ccc(F)cc1
    ?, /
- COc1ccc(/C=C/C(=O)C2(O)CCCCC2)cc1
    ?, /
- O=C(Nc1ccc(Br)cc1)c1cccnc1N1CCCCC1
    i, /
- O=C(Oc1ccccc1C(=O)N1CCOCC1)c1ccc(F)cc1
    ?, /
- C=CCN1C(=O)c2ccc(C(=O)N(CC)CC(=O)Nc3c(F)cccc3F)cc2C1=O
    i[0.0737 µM], 12
- CC(C)[C@H]1C(=O)Nc2ccccc2N1C(=O)N[C@@H](Cc1ccccc1)C(=O)N[C@H](Cc1ccccc1)C(=O)O
    15%, 1
- Cc1ccccc1C1NS(=O)(=O)N=C1N (configuration not stated)
    -9%, -2
- COc1ccc(NS(=O)(=O)c2ccc(Oc3c(C#N)cccc3C#N)cc2)cc1
    -10%, 2
- CC(C)C(C(=O)NCC1CCCO1)N(Cc1ccco1)C(=O)CNS(=O)(=O)c1ccc(F)cc1 (configuration not stated)
    ?, /
- O=C(Nc1ccccc1)c1ccc(S(=O)(=O)Nc2cccc(O)c2)cc1
    i, -18

The list goes on (six carried over from the part before).
Value order: S3 lipid droplet, S3 lipid droplet cell count max
- C=CCN1C(=O)c2ccc(C(=O)N(CC)CC(=O)Nc3c(F)cccc3F)cc2C1=O
    i[0.0737 µM], 12
- CC(C)[C@H]1C(=O)Nc2ccccc2N1C(=O)N[C@@H](Cc1ccccc1)C(=O)N[C@H](Cc1ccccc1)C(=O)O
    15%, 1
- Cc1ccccc1C1NS(=O)(=O)N=C1N (configuration not stated)
    -9%, -2
- COc1ccc(NS(=O)(=O)c2ccc(Oc3c(C#N)cccc3C#N)cc2)cc1
    -10%, 2
- CC(C)C(C(=O)NCC1CCCO1)N(Cc1ccco1)C(=O)CNS(=O)(=O)c1ccc(F)cc1 (configuration not stated)
    ?, /
- O=C(Nc1ccccc1)c1ccc(S(=O)(=O)Nc2cccc(O)c2)cc1
    i, -18
- Cc1ccc(-c2nn(CCC(=O)NCC3CCCO3)c(=O)c3ccccc23)cc1 (configuration not stated)
    ?, /
- COc1cccc(C(=O)NN2CC(O)=C(c3nc4ccccc4n3C)C2=N)c1
    -8%, -4
- CCOC(=O)c1cnn2c(N)c(C#N)cnc12
    ?, /
- COc1cc2c(cc1NC(=O)CN(C)Cc1cccc(OC)c1OC)oc1ccccc12
    1%, -2
- N#C/C(=C\c1cc2ccccc2nc1N1CCCCC1)C(N)=O
    ?, /
- COC(=O)c1ccccc1NS(=O)(=O)c1ccc(NC(C)=O)cc1
    -9%, 12
- COC(=O)c1cc2nc(-c3ccccc3)cc(C)n2n1
    ?, /
- CCN(CC)S(=O)(=O)c1cc(NS(=O)(=O)c2cccc(C(=O)O)c2)ccc1C
    ?, /
- O=c1oc(-c2cccs2)nc2scc(-c3cccs3)c12
    15µM*, -11*
- Cc1ccc(-n2c(O)c(C=Nc3ccccc3-c3n[nH]c(=S)[nH]c3=O)c3ccccc3c2=O)cc1C
    ?, /
- C=CCn1c(N)nc2ccccc21
    -1%, 0
- COC(=O)[C@@H]1CC(O)CN1C(=O)C12CC3CC(CC(C3)C1)C2 (some centres not stated)
    ?, /
- O=C(Nn1c(-c2ccccc2)nc2ccccc2c1=O)c1ccc([N+](=O)[O-])cc1
    ?, /
- Cc1ccc(OC(=O)c2ccncc2)c(C)c1
    16%, 2
- COCCNC(=O)C(=O)N/N=C/c1cccs1
    ?, /
- CCc1n[nH]c(=S)n1/N=C/c1cc(OC)cc([N+](=O)[O-])c1O
    i, /
- CC(C)N1C(=O)/C(=C\c2nc3ccccc3c(=O)[nH]2)c2ccccc21
    ?, /
- Cc1ccc(C(=O)OCC(=O)Nc2ccc(Cl)cn2)s1
    ?, /
- CC(=O)N1CCN(C(=O)COc2ccccc2C(=O)Nc2ccccc2)CC1
    ?, /
- O=C(NC12CC3CC(CC(C3)C1)C2)c1ccc([N+](=O)[O-])o1
    ?, /
- CCCNC(=O)N(C)c1nncnc1C(=O)NC
    3%, -1
- COc1ccc(C(=O)NNC(=O)Nc2ccc(Cl)cc2)cc1
    ?, /
- COC(=O)C(C)(C)NC(=O)c1cccs1
    ?, /
- Cc1noc(C)c1CN1C(=O)c2ccc([N+](=O)[O-])cc2C1=O
    10%, 12
- CCCCN1CNC(=S)N(c2ccccc2OCC)C1
    3%, -4
- Cc1ccc(NC(=O)c2cc(-c3ccccc3O)n[nH]2)cc1Cl
    ?, /
- COc1ccc(NC(=O)CSc2nc3ccccc3c(=O)n2C)cc1
    ?, /
- O=C(NCc1ccco1)c1nn2c(C(F)(F)F)cc(-c3cccs3)nc2c1Cl
    ?, /
- COc1ccccc1NC(=O)NCCN1CCNC1=O
    ?, /
- CCC(CC)C(=O)Nc1ccc(C)c(O)c1
    22%, -10
- O=C(/C=C/c1ccc(F)cc1)NC(=S)Nc1ccccc1C(=O)NC1CCCCC1
    ?, /
- N#C/C(=C/c1ccccc1)C(=O)OCC(=O)Nc1ccccc1[N+](=O)[O-]
    ?, /
- COc1ccc(N(C(=O)COc2ccccc2OC)S(=O)(=O)c2ccc(C)cc2)cc1
    14%, -5
- CNC[C@H](NC[C@@H](NCCCc1ccccc1)c1ccccc1)[C@H](C)O
    ?, /
- O=C(CN1C(=O)NC2(CCc3ccccc3C2)C1=O)NCC(F)(F)F (configuration not stated)
    ?, /
- COC(=O)C1=C(C)NC(=O)C1(NC(=O)CN1CCCC1=O)C(F)(F)F (configuration not stated)
    4%, 5

An excerpt; count on the stated rates, not on these rows.
